Screens as filed in PubChem BioAssay.
M1 ag parental: nonselective activator or artifact in parental CHO-K1 cells | 0.48% of 360,000 active | activation, % at 3 µM | Fluo-8 calcium fluorescence; scaled to maximal ATP response, vehicle zero; in the data active means activation above about 15%;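 further: untransfected CHO-K1 host cells lacking M1 receptor as counterscreen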
CHRM1 agonist: agonists of human M1 muscarinic receptor. P11229. CHO-K1 hM1, Fluo-8 calcium fluorescence, agonist mode; 0% DMSO, 100% acetylcholine EC100. activation, % at 3 µM. 0.33% of 360,000 active. AID 588814;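 active means activation above the run's mean compound activation plus 3 SD, cut at about 16% in these data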;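 further: peak over basal fluorescence ratio within a 140 s kinetic read after compound addition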
Target sequence (P11229 whole entry, looked up): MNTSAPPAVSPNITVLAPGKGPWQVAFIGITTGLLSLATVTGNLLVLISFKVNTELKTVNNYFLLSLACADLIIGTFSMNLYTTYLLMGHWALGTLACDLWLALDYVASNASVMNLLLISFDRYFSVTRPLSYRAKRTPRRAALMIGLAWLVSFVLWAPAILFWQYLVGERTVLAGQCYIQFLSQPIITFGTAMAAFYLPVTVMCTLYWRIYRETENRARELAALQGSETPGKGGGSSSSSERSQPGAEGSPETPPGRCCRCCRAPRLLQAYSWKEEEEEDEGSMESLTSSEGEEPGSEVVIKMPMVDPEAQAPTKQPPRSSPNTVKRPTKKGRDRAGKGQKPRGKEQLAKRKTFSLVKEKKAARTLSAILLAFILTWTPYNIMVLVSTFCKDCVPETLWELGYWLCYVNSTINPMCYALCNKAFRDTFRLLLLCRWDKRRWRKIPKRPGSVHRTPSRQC
CHO parental Ca: signal in parental CHO cells, OX1R antagonist counter-screen. parental CHO-K1, ATP-induced calcium, Fluo-8 fluorescence. inhibition, % at 5.6 µM. 0.63% of 330,000 active;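 active means inhibition above that plate's mean sample inhibition plus 3 SD, cut at about 26% in these data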;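 further: 0% = ATP-challenged DMSO wells and 100% = DMSO wells without ATP; some compounds past the cut are filed as inactive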
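Assay system: parental CHO cells; Read-out basis: percent inhibition of ATP-evoked calcium rise, normalized to controls; Benchmarks: ATP and no-ATP DMSO wells; Compound dosing: single nominal dose of 5.6 µM per compound; Signal: Fluo-8 calcium dye fluorescence; Also added: ATP as calcium-mobilizing challenge; Repeats: singlicate.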
CHO-K1 Ca antag: counter-screen for M1 antagonists: effect in parental CHO-K1 cells; ATP-induced calcium, Fluo-8 fluorescence; inhibition, % at 3 µM; 0.6% of 360,000 active; AID 602250;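 active means inhibition above a per-plate cutoff, the plate's mean sample inhibition plus 3 SD, cut at about 24% in these data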;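 further: 0% = DMSO plus EC80 ATP and 100% = DMSO alone without ATP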
M1 PAM: human CHRM1 positive allosteric modulation | AID 588819 | activation, % at 3 µM | 0.088% of 360,000 active | CHO-K1 hM1, Fluo-8 calcium fluorescence, ACh EC20; 0% = ACh EC20, 100% = maximal ACh | P11229; in the data active means activation above about 19%, passing the limit was not always enough
CHRM1 antagonist: blocks human M1 muscarinic receptor | P11229 | CHO-K1 hM1, Fluo-8 calcium fluorescence, ACh EC80 antagonist | inhibition, % at 3 µM | 1.3% of 360,000 active;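 active means percent inhibition above its own plate's cutoff, namely the mean of that plate's compound wells plus 3 SD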;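 further: peak over basal fluorescence ratio during 140 s after agonist addition; 0% = ACh EC80 plus DMSO and 100% = DMSO alone without agonist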
M1 PAM parental: counter-screen for M1 PAMs: effect in parental CHO-K1 cells | ATP EC20, Fluo-8 calcium fluorescence; 0% at ATP EC20, 100% at ATP max | activation, % at 3 µM | AID 602247 | 0.02% of 360,000 active;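 active means activation above the run cutoff, the mean activation of all test compounds plus 3 SD, cut at about 40% in these data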;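 further: peak over basal fluorescence ratio in a 140 s read after ATP addition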
TAAR1 agonist: human TAAR1 agonism. Q96RJ0. CHO RD-HGA16 TAAR1, Fluo-8 calcium fluorescence; vehicle wells 0%, saturating PEA agonist 100%. activation, % at 3 µM. 0.99% of 360,000 active;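 active means activation above the mean activation of all test compounds in the run plus 3 SD, cut at about 38% in these data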
Target sequence (Q96RJ0 whole entry, looked up): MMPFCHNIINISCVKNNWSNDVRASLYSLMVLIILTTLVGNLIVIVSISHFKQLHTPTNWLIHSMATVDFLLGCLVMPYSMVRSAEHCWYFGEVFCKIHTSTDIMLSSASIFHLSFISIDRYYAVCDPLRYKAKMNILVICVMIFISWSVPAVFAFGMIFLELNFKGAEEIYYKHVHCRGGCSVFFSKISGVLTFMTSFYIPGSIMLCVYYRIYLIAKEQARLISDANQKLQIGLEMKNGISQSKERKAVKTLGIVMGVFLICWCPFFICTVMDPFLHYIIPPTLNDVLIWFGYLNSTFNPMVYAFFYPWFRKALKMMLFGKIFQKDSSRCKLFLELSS
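Benchmarks: low control DMSO, high control PEA (EC100); System: CHO RD-HGA16 cells carrying human TAAR1 plus Gα16; Detection: Fluo-8 fluorescence, 5 s baseline then 140 s kinetic read; Schedule: 17-24 h plating, Fluo-8 75 min 37 °C, 30 min RT; Read-out basis: % activation from peak over basal fluorescence ratio, DMSO-to-PEA scaled.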
TAAR1 antag: antagonists of human TAAR1 | CHO RD-HGA16 TAAR1, Fluo-8 calcium fluorescence, antagonist | Q96RJ0 | inhibition, % at 3 µM | AID 624466 | 1.5% of 360,000 active;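 active means inhibition above a per-plate cutoff, the mean inhibition of test compounds on that plate plus 3 SD, cut at about 49% in these data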;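 further: 0% = DMSO plus EC80 beta-PEA response and 100% = DMSO alone without agonist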
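Test system – hTAAR1-expressing CHO RD-HGA16 cells, Gα16-coupled · Also added – β-PEA at EC80 concentration, post-compound challenge · Compound – 3 µM, single point · Incubation – dye loading 75 min at 37 °C, then 30 min room temperature · Measured by – Fluo-8 intracellular calcium dye fluorescence, real-time kinetic reads · Benchmarks – vehicle and agonist controls · Replicates – singlicate, one well per test compound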
* hit, by the source's call; / = no result given.

Structure	M1 ag parental	CHRM1 agonist	CHO parental Ca	CHO-K1 Ca antag	M1 PAM	CHRM1 antagonist	M1 PAM parental	TAAR1 agonist	TAAR1 antag
CCCCN(C(=O)CSc1nnc(-c2ccc(OC)cc2)n1C(C)C)c1c(N)n(Cc2ccccc2)c(=O)[nH]c1=O	-0.8	-9	-20	-4	14	-15	9	7	7
COc1ccccc1C(=O)N(C1=NC(C)CS1)c1ccc(Cl)cc1 (stereo not drawn)	0.4	-7	-22	-19	0	-12	28	3	-33
FC(F)(F)c1cnc(C(c2ccccc2)c2ncn[nH]2)c(Cl)c1 (stereo not drawn)	0.2	-6	-15	11	1	5	-13	4	15
O=C(NCc1ccccc1Cl)C1CCCN(C(=O)Nc2ccc(F)cc2)C1 (stereo not drawn)	-0.1	-4	-9	-2	6	-4	-8	0	-18
OCOCCCn1c(C2CCCN2c2nc(-c3ccc(F)cc3)cs2)nc2cc(Cl)c(N3CCCCC3)cc21 (stereo not drawn)	0.1	-1	-18	0	7	6	-6	16	4
CN(CCNC(=O)c1cc2c(-c3ccccc3F)nn(C)c2s1)C1CCCCC1	1.2	-10	/	-8	-3	-2	-4	1	16
Cc1ccc(OCC(=O)N2CCN(C(=O)c3ccc([N+](=O)[O-])cc3)CC2)cc1	1.0	-10	-3	-13	16	-13	24	0	3
Cc1ccc(NC(=O)/C=C/c2cccc(C(F)(F)F)c2)cc1	1.4	-7	-6	-8	2	-5	14	-2	11
Cc1cc(=O)oc2c(C)cc(C(C)(C)C)cc12	-0.6	-8	/	-22	4	-20	21	4	-4
CCOc1ccc(NC(=O)Nc2c(C)n(C)n(-c3ccccc3)c2=O)cc1	5.2	-3	-7	9	-8	11	-4	3	-7
Cc1ccc(C(=O)Nn2cnnc2)c(Cl)c1	1.6	1	1	-13	18	-19	14	2	-21
NS(=O)(=O)c1ccc(Nc2ncccc2[N+](=O)[O-])cc1	0.1	2	4	-1	10	0	-5	4	12

4 entries from above, set out differently:
> Cc1ccc(OCC(=O)N2CCN(C(=O)c3ccc([N+](=O)[O-])cc3)CC2)cc1
  M1 ag parental: 1.0
  CHRM1 agonist: -10
  CHO parental Ca: -3
  CHO-K1 Ca antag: -13
  M1 PAM: 16
  CHRM1 antagonist: -13
  M1 PAM parental: 24
  TAAR1 agonist: 0
  TAAR1 antag: 3

> Cc1ccc(NC(=O)/C=C/c2cccc(C(F)(F)F)c2)cc1
  M1 ag parental: 1.4
  CHRM1 agonist: -7
  CHO parental Ca: -6
  CHO-K1 Ca antag: -8
  M1 PAM: 2
  CHRM1 antagonist: -5
  M1 PAM parental: 14
  TAAR1 agonist: -2
  TAAR1 antag: 11

> Cc1cc(=O)oc2c(C)cc(C(C)(C)C)cc12
  M1 ag parental: -0.6
  CHRM1 agonist: -8
  CHO parental Ca: /
  CHO-K1 Ca antag: -22
  M1 PAM: 4
  CHRM1 antagonist: -20
  M1 PAM parental: 21
  TAAR1 agonist: 4
  TAAR1 antag: -4

> CCOc1ccc(NC(=O)Nc2c(C)n(C)n(-c3ccccc3)c2=O)cc1
  M1 ag parental: 5.2
  CHRM1 agonist: -3
  CHO parental Ca: -7
  CHO-K1 Ca antag: 9
  M1 PAM: -8
  CHRM1 antagonist: 11
  M1 PAM parental: -4
  TAAR1 agonist: 3
  TAAR1 antag: -7

Other entries follow.
Structure	M1 ag parental	CHRM1 agonist	CHO parental Ca	CHO-K1 Ca antag	M1 PAM	CHRM1 antagonist	M1 PAM parental	TAAR1 agonist	TAAR1 antag
CCCCN(C(=O)C1CC(=O)N(c2ccc(CC)cc2)C1)c1c(N)n(CCC)c(=O)[nH]c1=O (stereo not drawn)	0.4	-3	/	-6	6	-9	20	1	-5
CCCS(=O)(=O)c1c(S(=O)(=O)CCC)c2c(C)cccn2c1C(=O)N/N=C/c1cc(O)cc(O)c1	-0.3	-11	-20	-10	16	-18	18	-1	-9
COc1ccc(C2C(C#N)=C(N)Oc3n[nH]c(C)c32)cc1Cn1nnc2ccccc21 (stereo not drawn)	0.2	-3	-14	-3	13	-14	9	1	8
CCOc1ccc(CNC(=O)C2CCN(S(=O)(=O)N3CCC(C)CC3)CC2)cc1OC	0.4	-2	/	1	5	-6	-1	1	3
O=C(CC1CCCC1)NCCS(=O)(=O)N1CCN(c2ccccc2F)CC1	1.4	-1	-28	-3	1	-1	-18	1	-9
COc1cc(-c2noc(C)c2C#CCO)cc(OC)c1OC	0.5	-3	-8	0	12	1	-19	5	-15
CCCCC(=O)Nc1ccc(NC(=O)c2ccc3c(c2)OCO3)cc1OC	0.7	-6	-14	-2	10	-6	10	4	12
CCSC1=N/C(=C\c2ccccc2)C(=O)N1	0.2	-5	-14	17	5	-8	-11	7	-7
CN(Cc1cnn(-c2ccccc2)c1)C(=O)c1ccc(S(=O)(=O)NCc2ccco2)cc1	3.2	-1	/	-4	10	-18	8	4	7
COc1ccc(-n2nc(C(=O)NCC(=O)N3CCN(c4ccccc4OC)CC3)c3ccccc3c2=O)cc1OC	7.2	-1	-7	-4	-4	3	4	13	52*
CCN(C[C@H]1N[C@@](Cc2ccccc2)(C(=O)OC)[C@H]2C(=O)N(C)C(=O)[C@@H]12)S(=O)(=O)c1ccccc1	3.8	1	-31	-11	2	-7	10	7	8
CC(C)Oc1ccc(C(CC(=O)O)NC(=O)CSc2ncn[nH]2)cc1 (stereo not drawn)	-0.2	0	-9	8	6	-6	4	4	3
O=C(Nc1ccc(-c2nnn(CC(=O)N3CCN(C(=O)c4ccco4)CC3)n2)cc1)c1ccc(F)cc1	0.0	-2	-12	-3	9	-8	11	2	8
O=c1[nH]c(CSc2nnc(COc3ccccc3)n2-c2ccccc2)nc2ccccc12	0.1	-2	-21	3	-5	16	-1	/	/
COc1ccc(CNCc2c(O)c(Cl)cc3c(C)c(C)c(=O)oc23)c(OC)c1	1.2	-3	-24	-10	6	-3	2	-1	4
CCN1CCN(C(=O)Cn2ncc3c2-c2ccccc2OC3)CC1	0.7	-2	-4	-2	10	-19	15	5	-8
CCOC(=O)c1cnn(-c2ccc(C)cc2)c1N	0.2	0	-4	3	-1	-13	7	6	7
O=C(CCN1CCN(Cc2ccccc2)CC1)NNC(=O)c1ccc(Cl)c(Cl)c1	0.7	-5	/	-9	-2	0	13	5	-14
Cc1nc(-c2ccc(C(=O)N3CCCC3)cc2)cs1	-0.7	3	-6	20	13	1	-22	3	-6
COc1ccc(NC(=O)C(C)N(c2ccc(C)cc2)S(C)(=O)=O)cc1 (stereo not drawn)	0.3	-5	-10	-3	0	-10	13	10	7
Fc1ccc(C(CNC(=S)NC2CCCCC2)N2CCOCC2)cc1 (stereo not drawn)	-0.4	-3	1	-2	10	-13	10	0	4
CC(C)C(=O)Nc1ccc(C(=O)NNC(=S)NC(=O)c2cccs2)cc1	-0.8	-7	-8	-6	11	-12	24	-1	6
CCOC(=O)c1cc2c(=O)[nH]ccc2nc1C	0.8	-6	1	-11	9	-3	14	10	-3
COc1ccc(CCNC(=O)c2c(O)c3c([nH]c2=O)CCCC3)cc1OC	0.4	-3	-10	-10	4	-22	10	12	-15

Quoted from the listing:
CHRM1 antagonist with COc1ccc(CNCc2c(O)c(Cl)cc3c(C)c(C)c(=O)oc23)c(OC)c1 → -3
M1 ag parental with CCOC(=O)c1cnn(-c2ccc(C)cc2)c1N → 0.2

Further results.
Structure	M1 ag parental	CHRM1 agonist	CHO parental Ca	CHO-K1 Ca antag	M1 PAM	CHRM1 antagonist	M1 PAM parental	TAAR1 agonist	TAAR1 antag
Cc1ccc(S(=O)(=O)n2c([N+](=O)[O-])cnc2C)c(C)c1C	0.8	-2	-5	-3	2	1	24	1	2
Cc1ccc(N=Nc2c(C)[nH]n(-c3ccccc3)c2=O)c(C)c1	14	-6	-4	3	7	2	21	1	6
Brc1cccc(-c2nnc3n2CCCCC3)c1	0.8	-5	-10	-8	3	-19	18	3	11
OC[C@@H]1CN(Cc2ccncc2)C[C@H](n2cnc3c(N4CCOCC4)ncnc32)O1	1.1	-4	/	-14	7	-14	19	4	-12
Cc1ccc(C(=O)Nc2ccccc2C(=O)N2CC(C)OC(C)C2)cc1 (stereo not drawn)	-0.2	-3	/	12	8	-13	-6	0	-9
CCN(C(=O)CSc1nnnn1-c1ccccc1OC)C1CCS(=O)(=O)C1 (stereo not drawn)	1.0	-2	-6	-11	7	-4	1	1	-25
COc1cc(C(=O)NCC(=O)N/N=C/c2ccc(-c3cccc([N+](=O)[O-])c3)o2)cc(OC)c1OC	-0.7	-4	-27	-15	3	-19	4	1	15
COc1ccc(-c2cc(=O)c3c(C)cc(O)cc3o2)cc1	-0.1	-2	/	-6	2	-7	-17	-1	-1
CCN1CCN(c2nnc(-c3ccc(F)cc3)c3ccccc23)CC1	0.4	-11	-8	-6	7	-2	0	1	4
COc1ccc(C(C)=O)cc1Cn1c(=O)cc(C)[nH]c1=O	0.2	-5	-3	-12	8	-9	8	-2	5
CC(C)(C)c1ccc(CC(=O)N2CCC2(C)C(=O)NS(=O)(=O)c2ccccc2C(F)(F)F)cc1 (stereo not drawn)	-0.1	-3	/	3	-1	1	3	3	-20
N#CC1=C(N)SC(N)=C(C#N)C1Cc1ccccc1	7.4	6	5	-10	-4	0	9	43*	38
CC1=C(C)CC(C(=O)NCC(=O)c2ccccc2)C(C(=O)O)C1 (stereo not drawn)	0.1	0	-7	7	-6	-3	-12	15	-19
COc1ccc(CNC(=O)CN(Cc2ccc(OC)cc2)C(=O)CCC(=O)Nc2nccs2)cc1	0.3	-5	-14	-7	6	-12	4	1	4

Arranged by length of the SMILES (lowest first): some entries from above
Structure	M1 ag parental	CHRM1 agonist	CHO parental Ca	CHO-K1 Ca antag	M1 PAM	CHRM1 antagonist	M1 PAM parental	TAAR1 agonist	TAAR1 antag
Brc1cccc(-c2nnc3n2CCCCC3)c1	0.8	-5	-10	-8	3	-19	18	3	11
CCN1CCN(c2nnc(-c3ccc(F)cc3)c3ccccc23)CC1	0.4	-11	-8	-6	7	-2	0	1	4
COc1ccc(CNC(=O)CN(Cc2ccc(OC)cc2)C(=O)CCC(=O)Nc2nccs2)cc1	0.3	-5	-14	-7	6	-12	4	1	4
